# GLP-1R agonist: qHTS of GLP-1 Receptor Agonists; Glucagon-like peptide 1 receptor (Homo sapiens), P43220; HEK293 GLP-1R CRE-luciferase, luminescence, 4-6 h; cells express a hypersensitive GLP-1R form; Potency, µM (series often up to 45.6 µM), for inactives: top-dose activation, usual class: activators; hit rate 0.007% among 380,000; AID 624172, 2012; note: potency is the fitted concentration of half-maximal effect; % of control where 0% means no effect
# Target sequence (P43220 whole entry, looked up): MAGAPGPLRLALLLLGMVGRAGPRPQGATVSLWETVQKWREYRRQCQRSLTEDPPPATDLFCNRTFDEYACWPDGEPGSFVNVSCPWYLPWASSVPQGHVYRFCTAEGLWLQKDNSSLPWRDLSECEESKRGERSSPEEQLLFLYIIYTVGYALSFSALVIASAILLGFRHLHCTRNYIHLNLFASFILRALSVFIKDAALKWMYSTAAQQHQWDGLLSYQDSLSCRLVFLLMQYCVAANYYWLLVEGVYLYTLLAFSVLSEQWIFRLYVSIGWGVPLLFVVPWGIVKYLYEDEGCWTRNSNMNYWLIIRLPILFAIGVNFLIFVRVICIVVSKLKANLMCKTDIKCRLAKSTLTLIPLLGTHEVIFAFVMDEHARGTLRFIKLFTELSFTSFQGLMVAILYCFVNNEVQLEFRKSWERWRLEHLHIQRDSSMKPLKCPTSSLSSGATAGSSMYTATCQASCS
# GLP-1R inv ag: qHTS of GLP-1 Receptor Inverse Agonists (Inhibition Mode) | Potency, µM (doses to about 38.3 µM), inactives show at the highest dose activity change, negative = inhibition, actives largely listed as inhibitors | AID 624417, 2012 | HEK293 GLP-1R CRE-luciferase, luminescence, 24 h; GLP-1R form is constitutively active | hit rate 1.6% among 410,000; note: potency is the fitted concentration of half-maximal effect; % is set by controls: 0 for no effect and ±100 for the full control effect; nearly all actives have a fitted effect of over 55% in size
#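 HEK293 cells stably co-expressing constitutively active GLP-1R and a cAMP-responsive luciferase reporter were seeded in DMEM with 10% Nu serum, given compounds after 12 h, and incubated 24 h at 37 deg C. Luminescence was then read.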
# aSyn rescue: qHTS of alpha-syn Inhibitors. hit rate 0.14% among 370,000. Yeast expressing alpha-synuclein, growth rescue, BacTiter-Glo, 24 h. Potency, µM (top dose mostly 46.1 µM), inactives show top-dose growth rescue (activation), usual class: activators. AID 652106, 2013; note: potency is the fitted concentration of half-maximal effect; % of control where 0% means no effect; nearly all actives have a fitted effect of over 65% in size
#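 Screening used galactose-induced yeast with toxic alpha-synuclein levels, exposed to compound for 24 hr at 30 deg C. Cell growth, read with BacTiter-Glo luminescence, gave the measured signal.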
# DRD3 antagonist: qHTS of D3 Dopamine Receptor Antagonist: qHTS; D(3) dopamine receptor (Homo sapiens), P35462; D3R cells, DiscoveRx beta-arrestin luminescence, antagonist mode; active compounds read low; max response, negative = inhibition, %; hit rate 2.5% among 360,000; in the data active = max response below about -50%; inconclusive = no clear call, values can overlap the other calls; note: % is set by controls: 0 for no effect and ±100 for the full control effect; mostly tested at two doses, the higher about 12 µM
# Target sequence (P35462 whole entry, looked up): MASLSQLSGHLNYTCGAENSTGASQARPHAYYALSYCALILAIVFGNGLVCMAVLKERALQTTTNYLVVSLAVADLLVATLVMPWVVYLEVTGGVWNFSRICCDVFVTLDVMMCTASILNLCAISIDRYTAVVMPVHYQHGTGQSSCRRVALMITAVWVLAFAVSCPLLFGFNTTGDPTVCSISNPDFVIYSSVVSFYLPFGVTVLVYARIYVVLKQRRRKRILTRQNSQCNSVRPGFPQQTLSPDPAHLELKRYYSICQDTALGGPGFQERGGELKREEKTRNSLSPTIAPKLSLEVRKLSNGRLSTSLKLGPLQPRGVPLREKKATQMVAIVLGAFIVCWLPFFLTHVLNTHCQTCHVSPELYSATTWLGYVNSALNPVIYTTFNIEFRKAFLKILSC
#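 Cells expressing the human receptor were seeded at 1500 cells/well, incubated overnight at 37 degrees C in 5% CO2, then exposed to library compounds with dopamine controls for 90 minutes at 37 degrees C before luminescent detection.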
# DRD3 agonist: qHTS of D3 Dopamine Receptor Agonist: qHTS; hit rate 0.58% among 410,000; D3R DiscoveRx beta-arrestin cells, luminescence, 90 min; max activation, %; D(3) dopamine receptor (Homo sapiens), P35462; in the data active = max activation above about 30%; note: 0% is about no effect; mostly tested at two doses, the higher about 12 µM
#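 Cells at 1500/well, incubated overnight, then treated with pinned compounds (dopamine as control) for 90 min at 37 degrees C. DiscoveRx reagent added for 30 - 60 minutes at room temperature; luminescence read.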
# GLP1R cytotox: qHTS of GLP-1 Receptor Inverse Agonists: Cytotox Screen; HEK293 cAMP-luciferase reporter cells, luminescence, 24 h; Potency, µM (highest dose often 38.3 µM), inactives show at the highest dose activity change, negative = inhibition, actives largely listed as inhibitors; hit rate 0.13% among 410,000;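 note: loss of luciferase light is scored as toxicity; potency is the fitted concentration of half-maximal effect; % is set by controls: 0 for no effect and ±100 for the full control effect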
#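 Cells in DMEM/10% Nu serum/1% pen-strep, 1536-well format. Pre-incubated 12 h, dosed with 23 nL compound, incubated a further 24 h. Luciferase detection, 12 min at room temp, luminescence.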
# PTHR1 agonist: qHTS for PTHR1 Agonists: Primary Screen; HEK293 GP2 PTHR1 cells, GloSensor cAMP luminescence, 1 h; Potency, µM (top dose mostly 115 µM), without a hit: at the highest dose activation, most hits filed as activators; hit rate 0.075% among 410,000; Parathyroid hormone/parathyroid hormone-related peptide receptor (Homo sapiens), Q03431; note: potency is the fitted concentration of half-maximal effect; nearly all actives have a fitted effect of over 55% in size; some results filed as inactive show a strong effect at the top dose; inactives centre near -15; many of its hits are not listed in these tables
#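 HEK-293-derived GP2 cells expressing PTHR1 and a GloSensor cAMP reporter, 3,000/well, plated overnight, given luciferin plus IBMX (each 0.5 mM as added) for 1 h at 37 °C, then compound for 1 h at 37 °C. Luminescence was read after 15 min at room temperature.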
# KB-V1 MDR tox: qHTS assay for MDR1-selective chemotherapeutics: Primary screen using the drug-selected MDR subline cells KB-V1 | KB-V1 MDR cells viability, CellTiter-Glo, 72 h | Potency, µM (doses to about 46.1 µM), inactives show at the top dose activity change, negative = cytotoxicity, hits mostly cytotoxic | hit rate 3.4% among 400,000; note: potency is the fitted concentration of half-maximal effect; % is set by controls: 0 for no effect and ±100 for the full control effect; nearly all actives have a fitted effect of over 60% in size
#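 Cytotoxicity via CellTiter-Glo luminescence after 72 h compound exposure at 37 degrees C. Cells: drug-selected KB-V1 line, DMEM phenol-red free plus 10% FBS. Compounds tested at multiple concentrations; normalized data fitted to concentration-effect curves.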
# TDP43 rescue: qHTS of TDP-43 Inhibitors | TDP-43 expressing yeast growth rescue, BacTiter-Glo, 24 h | hit rate 1.8% among 410,000 | AID 652104, 2013 | Potency, µM (doses to about 46.1 µM), for the others: at the highest dose growth rescue (activation), most hits filed as activators; note: potency is the fitted concentration of half-maximal effect; % of control where 0% means no effect; nearly all actives have a fitted effect of over 50% in size
#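 In this qHTS, compounds that restore growth of yeast expressing TDP-43 appear as activators. Cells (OD600=0.02, galactose medium, raffinose-pregrown) are incubated with compound 24 hr at 30 deg C and growth is quantified by BacTiter-Glo.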
# Starred values were filed as active, the others as inactive; i = inactive; ? = inconclusive; · = no result given; & = joins results of further samples; [ ] = another dose, or the depositor's remark. Unless noted, calls come from the whole dose curve; as a rule, active = well fitted curve in the direction sought with a large enough effect; inconclusive = small, poorly fitted or top-dose-only effect, or another doubt; inactive = no such curve, though single readings can be large; an effect the other way counts as inactive or inconclusive.
canonical_smiles,GLP-1R agonist,GLP-1R inv ag,aSyn rescue,DRD3 antagonist,DRD3 agonist,GLP1R cytotox,PTHR1 agonist,KB-V1 MDR tox,TDP43 rescue
COc1ccccc1OCC(=O)NCCc1nc2ccccc2[nH]1,18%,35%[activator],0%,9,-10,-2%,i,-10%,-11%
Cc1occc1C(=O)NNC(=O)c1cccc(F)c1,1%,37%,-8%,9,5,8%,i,9%,-8%
Cc1ccc(N2CCN(S(=O)(=O)N(C)C)CC2)cc1Cl,-1%,17%,5%,-10,2,29%,-2%,12%,7%
O=C(COC(=O)CNC(=O)C1CCCCC1)Nc1ccccc1OC(F)F,-7%,15%,0%,-1,6,-4%,-2%,·,-17%
O=C(NCC(=O)N1CCCC(C(F)(F)F)C1)c1ccccc1Br (stereo not given),3%,-10%,-2%,-3,6,-1%,i,-18%,-1%
CC(=O)c1ccc(NC(=O)CSCC(=O)Nc2ccc3ccccc3c2)cc1,-2%,-22%,3%,0,0,4%,-10%,-17%,13%
CC(=O)c1ccc(NC(=O)CSc2nc(C3CCCC3)nc3c2c(=O)n(C)c(=O)n3C)cc1,·,1%,·,·,8,-2%,-16%,8%,0%[9.22 µM]
CC1CCN(C(=O)CNC(=O)c2cccc(OC(F)F)c2)CC1,-4%,21%,-3%,-21,-5,-2%,i,0%,-4%
Cc1cc(Cl)c(C)c(S(=O)(=O)N2CCN(C(=O)C3CCCO3)CC2)c1Cl (stereo not given),-5%,17%,3%,-1,-10,10%,-10%,·,11%
COc1ccc2oc(=O)c(C(=O)N3CCN(c4ccc(F)cc4)CC3)cc2c1,-4%,-22%,-1%,29,1,-10%,-32%[inhibitor],?,20%
COc1ccc(Cc2nnc(NC(=O)c3ccccc3C)s2)cc1,7%,-28%,3%,6,0,-14%,-12%,-16%,11%
CC(C)COc1ccc(-c2nn(-c3ccccc3)cc2/C=C2/SC(=S)N(CC(=O)O)C2=O)cc1,-4%,0%,-35%[inhibitor],4,0,3%,-7%,0%,-8%
CN(C)c1ccc(-c2ccnc3c2CC(C)(C(=O)NCC2CCOCC2)O3)cc1 (stereo not given),7%,-9%,3%,-24,-8,-17%,i,?,4%
CCCCc1nc2ccccc2c(NC(=O)CN(CC)CC)c1CCC,6%,?,-3%,20,1,-12%,-1%[57.5 µM],?,3%
N#Cc1c(-c2ccccc2)[nH]c(=S)[nH]c1=O,7%,0%,·,-60*,0,2%,-16%,16%,0%
COC(=O)c1cc(C(=O)OCC(=O)N2c3ccccc3NC(=O)C2(C)C)cc([N+](=O)[O-])c1,-11%,17%,9%,6,3,-7%,-40%[inhibitor],?,5%
CCOc1ccc(S(=O)(=O)N2CCCCC2)c2ccccc12,0%,10µM*,-18%,0,-2,1%,-9%[57.5 µM],-19%,30%
CCC(C(=O)NCCC1=CCCCC1)c1ccccc1 (stereo not given),0%,?,10%,1,-5,24%,i,2%,8%
O=C(COc1ccc2c(c1)CCC2)NCc1ccccc1,18%,?,9%,4,2,89%[activator],-28%,-27%,11µM*
COc1ccc(/C=N/NC(=O)C[n+]2ccccc2)c(OC)c1,-3%,-2%,1%,3,-19,-8%,-19%,?,10%
O=C(NCc1cccnc1)c1cc(C2CCCN(S(=O)(=O)c3ccccc3)C2)on1 (stereo not given),19%,29%,-7%,58,2,2%,-7%,-8%,13%
CC(C)Oc1ccc(CCc2nnc(SC(C)C(=O)O)n2-c2ccccc2)cc1 (stereo not given),1%,18%,-1%,-13,6,-9%,-19%,7%,-11%
CC(NC(=O)C1CCC(CNS(=O)(=O)c2ccccc2)CC1)c1ccccc1 (stereo not given),0%,-10%,-6%,6,-4,19%,-11%,-5%,-8%
CCOc1ccccc1NC(=O)C1C(c2ccccc2)C1(Cl)Cl (stereo not given),6%,?,1%,0,1,-3%,-14%,-2%,?
COc1ccc(NC(=O)CCc2nc3ccccc3c(=O)[nH]2)cc1S(=O)(=O)N1CCCCC1,8%,9%,-2%[1.84 µM],-9,0,-30%,-18%,10%,9%
CC(=O)Nc1ccc(S(=O)(=O)N2CCN(c3nc4ccccc4n3CC(C)C)CC2)cc1,8%,27%,6%,104,6,5%,i,3%,17%
CNC(=O)NC(=O)C(C)OC(=O)c1cc2c(s1)CCCCC2 (stereo not given),-7%,-23%,-2%,12,1,-1%,i,?,0%
CC(C)(C)C(=O)Nc1sc(-c2ccccc2)cc1C(=O)O,0%,?,-68%[inhibitor],0,6,-13%,-31%[inhibitor],?,-87%[inhibitor]
C[C@@H]1CCCN1[C@@H]1CS(=O)(=O)N[C@H]1COCc1ccccc1,0%,5%,2%,10,4,3%,2%,16%,-6%
CC1CCCN(CCCNC(=O)c2ccc3c(c2)N(Cc2cccc(Cl)c2)C(=O)c2ccccc2S3(=O)=O)C1 (stereo not given),·,?,·,·,-25,-3%,0%,·,-3%
COc1ccc(S(N)(=O)=O)cc1C(=O)OCC(=O)N1CC(=O)Nc2ccccc21,11%,-7%,-7%,-19,7,-5%,i,7%,-32%[inhibitor]
O=C(NCCCn1ccnc1)c1cc2c(ccc3ccccc32)o1,1%,17%,0%,3,5,5%,i,8%,-14%
CCCS(=O)(=O)NC(=O)C1(C)CCCN(C(=O)c2cc3ccccc3s2)C1 (stereo not given),-3%,3%,1%,-28,-25,4%,12%,3%,5%
NC(=O)C1CCCN(C(=O)c2ccc3nc(Cc4cccc(Cl)c4)oc3c2)C1 (stereo not given),8%,14%,2%,22,5,-2%,i,12%,11%
Cc1c(NC2(c3nnnn3-c3ccc(Br)cc3)CCCCC2)c(=O)n(-c2ccccc2)n1C,0%,-30%,-3%,-10,-4,3%,i,3.7µM*,12%
Cc1ccc(NC(=O)CN2C(=S)NC(C)(C)CC2C)cc1Cl (stereo not given),0%,2%[7.66 µM],11%,5,-4,-6%[7.66 µM],i,?,17%
COc1cc(NC(=O)c2nnn(CC(=O)Nc3ccccc3)c2N)cc(OC)c1,·,4%,·,·,3,-3%,i,·,20%
Cc1ccccc1NS(=O)(=O)c1cc(C(=O)N2CCCC2)ccc1C,11%,-13%,-1%,29,-8,1%,-13%[57.5 µM],-20%,-18%
C#CCSc1nc2sc3c(c2c(=O)n1Cc1ccccc1)CCCC3,·,?,·,·,-2,11%,i,-1%,9%
O=[N+]([O-])c1ccccc1N=Nc1ccc(O)cc1O,2%,-27%,-15%,-10,-5,?,-56%[inhibitor],-1%,-56%[inhibitor]
CC1CCN(CCCNC(=O)CN2C(=O)CSc3ccc(S(=O)(=O)N4CCOCC4)cc32)CC1,-3%,-3%&5%,2%,1,-7&-10,-6%&-8%,-80%&-24%[inhibitor],0%,6%&6%
COCCN(C(=O)CCCC(=O)Nc1ccccn1)C(C(=O)NC1CCCC1)c1ccc(C)cc1 (stereo not given),-6%,5%,2%,16,9,-13%,i,0%,5%
COc1ccccc1NC(=O)c1ccc(C(=O)Nc2ccccc2OC)nc1,-1%,17%,0%,-5,1,-14%,-10%,5%,5%
O=C(C(=O)N1CCCc2ccccc21)N1CCCc2ccccc21,14%,37%[activator],13%,-15,-10,1%,i,-15%,6%
Cc1ccc(S(=O)(=O)N2[C@@H](c3ccc(F)cc3)C(C(=O)O)=CC[C@H]2c2cccc(C)c2)cc1,-8%,-10%,2%,?,-4,-12%,-23%,9%,32µM*
CCOC(=O)c1nc(Nc2ccc(C(=O)OCC(C)C)cc2)c2ccccc2n1,·,-3%,·,·,16,-9%,-13%,-1%,0%
CC(C)[C@H](NC(=O)c1ccco1)C(=O)OCC(=O)Nc1ccccc1OC(F)F,1%,-1%,-14%,10,1,-10%,i,-11%,1%
Cn1cnnc1SCC(=O)Nc1ccccc1C(=O)NC1CCCC1,1%,-1%,0%,-19,-2,-9%,15%,16%,-12%
CCOC(=O)c1sc(-c2ccc(C(F)(F)F)cc2)nc1O,0%,-3%,-12%,10,11,·,-18%,3%,-52%[inhibitor]
O=C(CN1CCCC1)N1CCCc2ccccc21,-1%,28%,-8%,?,-13,2%,i,4%,-17%
CC(C)CCNC(=O)NC(=O)CN1C(=O)NC2(CCCCC2)C1=O,5%,-8%,-11%,-3,2,-7%,i,5%,18%
O=C(O)CN1C(=O)/C(=C2\C(=O)N(Cc3ccccc3Cl)c3ccccc32)SC1=S,6%,11%,-1%,-24,0,-8%,-6%,1%,-21%
CCN1C(=O)[C@H]2[C@@H](c3ccc(-c4ccc(Cl)c(Cl)c4)c(OC)c3)N3CCCC[C@@]3(C(=O)OC)[C@H]2C1=O,-4%,?,?,-4,-2,-23%,-10%,?,3%
Cc1cc(C(=O)NNC(=O)c2ccc(Cl)c(S(N)(=O)=O)c2)c(C)o1,8%,6%,2%,1,-2,-14%,i,21%,-3%
[O-]/[N+](=C\c1ccc(OC(F)F)cc1)c1ccccc1,5%,4%,-16%,-18,-13,-2%,i,3%,0%

# Screening results as filed in PubChem.

# Some of the compounds tested; count on the stated rates, not on these rows.
